Screens deposited in PubChem by National Center for Advancing Translational Sciences (NCATS).
KB-V1 MDR tox: qHTS assay for MDR1-selective chemotherapeutics: Primary screen using the drug-selected MDR subline cells KB-V1 | KB-V1 MDR cells viability, CellTiter-Glo, 72 h | Potency, µM (titrated, usually from 46.1 µM), without a hit: at the top dose activity change, negative = cytotoxicity, usual class: cytotoxic | actives 3.4% (n = 400,000); note: potency is the fitted concentration of half-maximal effect; % is set by controls: 0 for no effect and ±100 for the full control effect; nearly all actives have a fitted effect of over 60% in size
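KB-V1, DMEM (no phenol red) + 10% FBS; cpd pin-transferred, titration series; 72 h, 37 degrees C; CellTiter-Glo, luminescence. Data normalized, curve-fit.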
aSyn yeast inh: qHTS of alpha-syn Inhibitors; actives 0.14% (n = 370,000); Yeast expressing alpha-synuclein, growth rescue, BacTiter-Glo, 24 h; Potency, µM (doses to about 46.1 µM), inactives show at the top dose growth rescue (activation), usual class: activators; note: potency is the fitted concentration of half-maximal effect; % of control where 0% means no effect; nearly all actives have a fitted effect of over 65% in size
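Rescue of yeast growth: cells expressing toxic alpha-synuclein, induced in galactose at OD600 0.02, incubated with compound 24 h at 30 C. ATP luminescence quantified growth; inhibitors of toxicity appear as activators.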
DRD3 agonist: qHTS of D3 Dopamine Receptor Agonist: qHTS; D3R DiscoveRx beta-arrestin cells, luminescence, 90 min; max activation, %; actives 0.58% (n = 410,000); AID 652048, 2013; in the data active = max activation above about 30%; note: 0% is about no effect; mostly tested at two doses, the higher about 12 µM
Target sequence (P35462 whole entry, looked up): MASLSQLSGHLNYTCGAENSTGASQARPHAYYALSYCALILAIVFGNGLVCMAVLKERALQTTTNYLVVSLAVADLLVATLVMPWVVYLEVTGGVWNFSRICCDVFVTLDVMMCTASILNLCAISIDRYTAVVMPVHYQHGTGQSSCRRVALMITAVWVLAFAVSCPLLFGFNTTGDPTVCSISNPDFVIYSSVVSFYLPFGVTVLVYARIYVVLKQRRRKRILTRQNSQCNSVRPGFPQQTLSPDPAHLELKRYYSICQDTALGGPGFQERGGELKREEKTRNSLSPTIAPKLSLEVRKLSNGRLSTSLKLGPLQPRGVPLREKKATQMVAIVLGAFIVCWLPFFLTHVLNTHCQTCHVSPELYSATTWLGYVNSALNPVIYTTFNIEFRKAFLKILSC
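Agonist-mode cell screen: cells plated at 1500/well and incubated overnight at 37 °C, then exposed to library compounds for 90 min at 37 °C. Detection reagent was added for 30–60 min at room temperature, and luminescence was read.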
GLP1R cytotox: qHTS of GLP-1 Receptor Inverse Agonists: Cytotox Screen. Potency, µM (highest dose often 38.3 µM), without a hit: top-dose activity change, negative = inhibition, usual class: inhibitors. HEK293 cAMP-luciferase reporter cells, luminescence, 24 h. actives 0.13% (n = 410,000);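 note: loss of luciferase light is scored as toxicity; potency is the fitted concentration of half-maximal effect; % is set by controls: 0 for no effect and ±100 for the full control effect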
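Cells in DMEM/10% Nu serum/1% pen-strep, 1536-well format. Pre-incubated 12 h, dosed with 23 nL compound, incubated a further 24 h. Luciferase detection, 12 min at room temp, luminescence.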
PTHR1 ag: qHTS for PTHR1 Agonists: Primary Screen; actives 0.075% (n = 410,000); Potency, µM (doses to about 115 µM), for inactives: at the top dose activation, hits mostly activators; HEK293 GP2 PTHR1 cells, GloSensor cAMP luminescence, 1 h; Parathyroid hormone/parathyroid hormone-related peptide receptor (Homo sapiens), Q03431; note: potency is the fitted concentration of half-maximal effect; nearly all actives have a fitted effect of over 55% in size; some results filed as inactive show a strong effect at the top dose; inactives centre near -15; many of its hits are not listed in these tables
Target sequence (Q03431 whole entry, looked up): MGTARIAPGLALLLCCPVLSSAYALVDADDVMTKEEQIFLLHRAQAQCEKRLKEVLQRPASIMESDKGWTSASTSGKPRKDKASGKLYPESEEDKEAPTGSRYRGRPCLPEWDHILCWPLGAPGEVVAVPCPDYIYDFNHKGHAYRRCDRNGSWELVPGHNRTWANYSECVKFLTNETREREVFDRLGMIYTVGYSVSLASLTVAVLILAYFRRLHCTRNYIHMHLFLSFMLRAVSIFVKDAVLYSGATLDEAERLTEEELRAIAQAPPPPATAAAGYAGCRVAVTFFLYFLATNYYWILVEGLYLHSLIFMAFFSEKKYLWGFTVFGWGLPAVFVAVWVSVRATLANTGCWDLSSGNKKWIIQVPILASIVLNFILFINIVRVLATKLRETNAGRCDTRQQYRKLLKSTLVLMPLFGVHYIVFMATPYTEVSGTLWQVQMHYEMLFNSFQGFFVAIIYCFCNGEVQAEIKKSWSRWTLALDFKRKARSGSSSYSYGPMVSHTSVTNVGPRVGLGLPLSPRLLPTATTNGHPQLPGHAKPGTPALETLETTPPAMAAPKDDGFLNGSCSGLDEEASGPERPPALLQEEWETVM
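HEK-293-derived GP2 cells expressing PTHR1 and a GloSensor cAMP reporter, 3,000/well, plated overnight, given luciferin plus IBMX (each 0.5 mM as added) for 1 h at 37 °C, then compound for 1 h at 37 °C. Luminescence was read after 15 min at room temperature.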
TDP43 rescue: qHTS of TDP-43 Inhibitors; TDP-43 expressing yeast growth rescue, BacTiter-Glo, 24 h; Potency, µM (series often up to 46.1 µM), for inactives: at the top dose growth rescue (activation), most hits filed as activators; actives 1.8% (n = 410,000); note: potency is the fitted concentration of half-maximal effect; % of control where 0% means no effect; nearly all actives have a fitted effect of over 50% in size
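Cell-based yeast growth screen: TDP-43 expression induced in galactose, inoculum OD600=0.02 after raffinose pregrowth to mid-log. Read-out BacTiter-Glo luminescence at 24 hr, 30 deg C; inhibition of toxicity seen as signal increase.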
GLP1R inv ag: qHTS of GLP-1 Receptor Inverse Agonists (Inhibition Mode); Glucagon-like peptide 1 receptor (Homo sapiens), P43220; HEK293 GLP-1R CRE-luciferase, luminescence, 24 h; GLP-1R form is constitutively active; Potency, µM (titrated, usually from 38.3 µM), for inactives: top-dose activity change, negative = inhibition, usual class: inhibitors; actives 1.6% (n = 410,000); AID 624417, 2012; note: potency is the fitted concentration of half-maximal effect; % is set by controls: 0 for no effect and ±100 for the full control effect; nearly all actives have a fitted effect of over 55% in size
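Inverse agonism was detected as reduced cAMP-driven luciferase luminescence after 24 h compound treatment. The cells were HEK293 clones expressing constitutively active human GLP-1R with the reporter. Reporter-only and GPR119 cell lines served as counterscreen controls.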
DRD3 antagonist: qHTS of D3 Dopamine Receptor Antagonist: qHTS. D(3) dopamine receptor (Homo sapiens), P35462. D3R cells, DiscoveRx beta-arrestin luminescence, antagonist mode; stronger effect = lower value. max response, negative = inhibition, %. actives 2.5% (n = 360,000); in the data active = max response below about -50%; inconclusive = no clear call, values can overlap the other calls; note: % is set by controls: 0 for no effect and ±100 for the full control effect; mostly tested at two doses, the higher about 12 µM
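Cells expressing the human receptor were seeded at 1500 cells/well, incubated overnight at 37 degrees C in 5% CO2, then exposed to library compounds with dopamine controls for 90 minutes at 37 degrees C before luminescent detection.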
GLP1R ag: qHTS of GLP-1 Receptor Agonists; Glucagon-like peptide 1 receptor (Homo sapiens), P43220; HEK293 GLP-1R CRE-luciferase, luminescence, 4-6 h; cells express a hypersensitive GLP-1R form; actives 0.007% (n = 380,000); AID 624172, 2012; Potency, µM (series often up to 45.6 µM), for the others: at the top dose activation, most hits filed as activators; note: potency is the fitted concentration of half-maximal effect; % of control where 0% means no effect
* hit, by the source's call; i = inactive; ? = inconclusive; nt = no result given; & = joins results of further samples; [ ] = dose if it differs, or a comment. Unless noted, calls come from the whole dose curve; as a rule, active = well fitted curve in the direction sought with a large enough effect; inconclusive = small, poorly fitted or top-dose-only effect, or another doubt; inactive = no such curve, though single readings can be large; an effect the other way counts as inactive or inconclusive. These rows are one share of the data, so the mix of outcomes need not match the whole.

SMILES	KB-V1 MDR tox	aSyn yeast inh	DRD3 agonist	GLP1R cytotox	PTHR1 ag	TDP43 rescue	GLP1R inv ag	DRD3 antagonist	GLP1R ag
CCC/C=C(\CCC)C(NS(=O)(=O)c1cccc2cccnc12)c1ccc(C(=O)OC)cc1 (stereo not drawn)	-13.5%	-1.7%	-5.8	3.9%	-20.3%	-0.7%	?	-18.4	-4.8%
Nc1ccc(S(=O)(=O)NC2=NCCCCC2)cc1	19.3%	-7.4%	-9.3	0.9%	i	-11.1%	18.1%	-11.6	9.4%
O=C(NCc1cccc(Cl)c1)c1cc2c(s1)-c1ccccc1OC2	-26.5%	5.6%	-14.5	-1.8%	i	-12.3%	?	nt	-4.9%
CCCCC(=O)c1c(O)c2ccccc2oc1=O	?	-71.5%[inhibitor]	4.6	-12.3%	-33.5%[57.5 µM]	-33.4%[inhibitor]	-9.0%	54.8	-17.2%
CCN(CC)C(=O)c1cn(C)c2ccc(S(=O)(=O)N(CC)CC)cc2c1=O	-1.8%	-5.2%	6.5	3.8%	i	-3.0%	8.1%	13.8	4.9%
COc1ccc2nc(NC(=O)c3ccc(-n4nc(C)cc4C)cc3)sc2c1	4.9%	-0.1%	1.1	9.2%	-55.2%[inhibitor][57.5 µM]	-4.3%	2.4%	-25.0	9.8%
Cc1ccc(Nc2nc(N)nc(N)c2S(=O)(=O)c2ccccc2)cc1	?	-0.2%	7.1	-20.2%	-2.9%	-0.1%	?	nt	24.2%
COc1cccc(-c2nc(=S)c3c(n2CCCO)CCCC3)c1	16.2%	-7.6%	-3.9	21.3%	-1.3%	-21.9%	-9.8%	-2.3	7.3%
O=C1NC(=O)N(Cc2ccccc2)C1=O	0.0%	0.2%	6.0	-10.2%	i	-6.3%	10.4%	-0.9	2.0%
CCN1CCN(C(=O)Cn2ncc3ccsc3c2=O)CC1	0.7%	-4.6%	-1.8	1.7%	-18.1%	-0.3%	10.8%	?	1.7%
CCCn1c(=O)c(C(=O)NCCc2ccc(OC)c(OC)c2)c(O)c2ccccc21	11.6%	14.2%	6.1	5.4%	-55.9%[inhibitor]	-22.2%	?	0.6	-5.5%
CCCCn1c(=O)c2oc3ccccc3c2n(CC(=O)Nc2cc(C)ccc2C)c1=O	14.3%	nt	4.0	0.3%	-9.5%	9.8%	-6.0%	nt	nt
O=c1c2cnn(-c3ccc(F)cc3)c2ncn1Cc1cccc(Cl)c1	9.0%	nt	9.2	-4.9%	-18.9%	18.1%	2.8%	nt	nt
CCOCc1nnc(NC(=O)CCS(=O)(=O)Cc2ccccc2)s1	7.4%	2.6%	9.6	-13.1%	i	-4.5%	3.1%	-3.1	-0.9%
COc1ccc(Cl)cc1NC(=O)CN1C(=O)CSC1=O	0.0%	1.1%	14.3	-0.6%	i	2.5%	1.4%	-11.9	0.3%
C/C(COc1ccccc1)=N\NC(=O)c1nnn(-c2nonc2N)c1-c1ccc(C)cc1	17.6%	-9.8%	-13.5	1.9%	-4.5%	12.8%	29.9%	?	5.3%
CCOc1cc(C)nc(N2CCCC(C(=O)NCc3ccccc3F)C2)n1 (stereo not drawn)	0.6%	4.9%	-3.9	2.5%	i	-20.3%	0.0%	-8.2	11.0%
CCOC(=O)C1=C(C)N=c2sc(=Cc3cc(Cl)c(OCC(=O)O)c(OC)c3)c(=O)n2C1c1ccccc1Cl (stereo not drawn)	?	?	-16.6	0.6%	12.6%	-12.9%	13.5%	?	-4.6%
CCc1nnc(NC(=O)C2CCCN2C(=O)Nc2ccc(C)cc2)s1 (stereo not drawn)	10.0%	-0.5%	-9.6	-1.4%	i	-13.4%	12.9%	-20.4	11.9%
CC1=C(C(=O)Nc2cc(C(=O)NCCCOC(C)C)ccc2C)SCCO1	-3.9%	-4.3%	-21.2	15.1%	-19.2%	-17.1%	11.3%	0.0	6.9%
Cc1ccc(-c2ccc(=O)n(CC(=O)Nc3cccc(C(=O)N4CCN(C)CC4)c3)n2)cc1	-9.0%	?	-6.4	-15.3%	0.0%[57.5 µM]	-11.6%	8.7%	19.5	8.1%
O=C(Nc1cc(C(F)(F)F)ccc1N1CCCCC1)c1ccc(Br)o1	-22.6%	0.2%	0.6	-6.1%	i	10.1%	1.4%	26.1	-5.6%
CCOc1ccc(-c2cc(C(=O)NCCc3ccc(Cl)cc3)c3ccccc3n2)cc1	18.9%	nt	10.9	13.5%	-2.9%	26.0%	3.9%	nt	nt
CCn1nc(C)cc1C(=O)N1CCCC(C(=O)c2ccc(OC)cc2C)C1 (stereo not drawn)	-8.2%	8.1%	0.0	2.1%	-14.8%	5.2%	1.1%	4.9	5.8%
Fc1cnc(N2CCOCC2)nc1NCc1ccccc1	2.1%	-2.1%	-6.1	6.2%	-27.3%	-23.2%	0.0%	-9.8	4.4%
COc1ccc(C(=O)Nc2ccccc2-c2nnn(CC(N)=O)n2)cc1	15.8%	0.8%	-4.9	0.0%	-11.3%	-3.8%	9.2%	-0.6	8.0%
CCc1ccc2c(c1)C(NC(C)=O)C(=O)N2CC (stereo not drawn)	?	0.8%	-1.9	0.2%	-3.1%	18.0%	10.8%	0.0	-1.4%
C=CCn1c(SCC(=O)N2CCCCC2)nc(O)cc1=O	2.0%	14.0%	-9.8	0.1%	?	-32.4%[inhibitor]	-0.7%	-21.7	-5.6%
CCn1cc2nc(SCc3ccc(F)cc3)n(Cc3ccc(Cl)cc3)c(=O)c2n1	-0.4%	nt	-3.8	2.5%	-9.5%	9.0%	1.2%	nt	nt
CCOC(=O)CN[C@H]1CCC2C3CC=C4C[C@@H](O)CC[C@]4(C)C3CC[C@@]21C (stereo partly drawn)	5.0%	-2.0%	-8.0	-8.0%	-1.1%	?	14.6%	-0.1	2.4%
Cc1nn(C)c(C)c1NC(=O)Nc1cccc(C(F)(F)F)c1	2.8%	-0.9%	0.5	16.8%	i	-21.9%	-8.3%	11.2	0.4%
NC(=O)NNc1ncc(C(F)(F)F)cc1Cl	0.9%	1.6%	2.4	3.3%	i	-3.3%	5.2%	4.5	1.0%
Cc1noc(/C=C/N(C)C)c1S(=O)(=O)N1CCN(c2ccc(F)cc2)CC1	9.9%	-13.1%	-1.9	-14.6%	i	18.0%	?	-1.2	0.1%
O=C(Cn1ccc2cc(S(=O)(=O)N3CCCC3)ccc21)NCc1ccc(Cl)cc1	-1.3%	nt	-4.1	0.5%	-9.9%	17.5%	-10.1%	nt	nt
CCN(CC(=O)Nc1ccc(NC(C)=O)cc1)C(=O)CSC(=S)N1CCCC1	0.8%	3.5%	1.4	-7.4%	i	27.3%	-14.1%	7.6	14.5%
Cc1ccccc1CN(C)C(C)C(=O)NCc1ccccc1 (stereo not drawn)	-9.9%	-0.5%	10.9	-1.3%	-1.8%	-8.3%	-22.8%	3.9	10.6%
CCc1ccc(CNC(=O)CCn2nc(C)c3c(C)n(-c4ccccc4)nc3c2=O)cc1	2.2%&3.4%	-2.0%	-0.9&-13.0	-2.3%&-4.6%	i	6.6%&-3.6%	11.5%&15.8%	-9.8	2.7%
O=C(CNS(=O)(=O)c1ccccc1)NCc1cccnc1	-3.5%	1.0%	-5.8	3.8%	i	11.2%	3.8%	-4.1	2.0%
Cc1cc(C)c(S(C)(=O)=O)c(=O)[nH]1	0.6%	-7.1%	-2.0	-4.5%	i	-15.3%	2.5%	-3.7	2.6%
Cc1ccc(N(CC(=O)NC2CCCCC2)S(=O)(=O)c2c(C)noc2C)cc1	-28.1%	5.3%	-11.3	2.1%	i	-16.0%	7.9%	-0.5	-5.1%
O=C(c1ccccc1)N1CCN(C(=O)c2nn3c(C(F)(F)F)cc(-c4ccco4)nc3c2Br)CC1	-7.8%	-1.9%	2.4	9.1%	i	-7.3%	17.9%	10.4	5.8%
CCOC(=O)N1CCN(C(=O)CSc2ncnc3ccccc23)CC1	4.9%	-4.6%	-1.2	0.2%	-13.9%	26.7%	-13.6%	-17.7	-2.0%
CCOc1ccc(C(C)=O)cc1CC(C(N)=O)C(N)=O	1.2%	-0.4%	4.8	0.0%	i	3.8%	6.6%	6.2	4.7%

Profiles, looked up by structure. Values in the order: KB-V1 MDR tox	aSyn yeast inh	DRD3 agonist	GLP1R cytotox	PTHR1 ag	TDP43 rescue	GLP1R inv ag	DRD3 antagonist	GLP1R ag
O=C(c1ccccc1)N1CCN(C(=O)c2nn3c(C(F)(F)F)cc(-c4ccco4)nc3c2Br)CC1 is entered as -7.8%	-1.9%	2.4	9.1%	i	-7.3%	17.9%	10.4	5.8%
CCOC(=O)N1CCN(C(=O)CSc2ncnc3ccccc23)CC1 is entered as 4.9%	-4.6%	-1.2	0.2%	-13.9%	26.7%	-13.6%	-17.7	-2.0%
Cc1ccc(N(CC(=O)NC2CCCCC2)S(=O)(=O)c2c(C)noc2C)cc1 is entered as -28.1%	5.3%	-11.3	2.1%	i	-16.0%	7.9%	-0.5	-5.1%
Cc1cc(C)c(S(C)(=O)=O)c(=O)[nH]1 is entered as 0.6%	-7.1%	-2.0	-4.5%	i	-15.3%	2.5%	-3.7	2.6%
O=C(CNS(=O)(=O)c1ccccc1)NCc1cccnc1 is entered as -3.5%	1.0%	-5.8	3.8%	i	11.2%	3.8%	-4.1	2.0%
